# LGR2 antag: Drosophila LGR2 receptor signaling inhibition. HEK293 LGR2, CRE-luciferase, bursicon-stimulated, 4 h. inhibition, % at 9.99 µM. 0.35% of 380,000 active;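 active means drop in luminescence signal, shown as inhibition above about 50% in the replicate tests, limit read from the data, passing the limit was not always enough; inconclusive means probably only some replicates passing the limit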;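 further: agonist challenge used bursicon conditioned medium at about half maximal strength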
# Statin myotox sup: protects C2C12 myotubes from simvastatin toxicity; ATP luminescence, 48 h; scaled: DMSO 0, geranylgeraniol control 100; rescue of ATP level, % at 7.49 µM; 0.78% of 330,000 active;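 active means mean ATP rescue above about 67%, or every replicate alone reaching that limit, limit read from the data, passing the limit was not always enough; inconclusive means no clear call, values can overlap the other calls; inactive means mean under the limit and some replicate under it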;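 further: myotubes were challenged with 10 µM simvastatin during compound exposure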
# Casp6 inh: inhibitors of human caspase-6; inhibition, % at 12.5 µM; 0.53% of 350,000 active; P55212; purified caspase-6, Z-VEID-R110 cleavage fluorescence;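 active means mean inhibition across replicates at least about 35%, with every replicate also reaching that limit, limit read from the data; inconclusive means only one of the two criteria met; inactive means neither criterion met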;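 further: 0% = median of neutral control wells and 100% = no fluorescence left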
# Target sequence (P55212 24-179 limits assumed): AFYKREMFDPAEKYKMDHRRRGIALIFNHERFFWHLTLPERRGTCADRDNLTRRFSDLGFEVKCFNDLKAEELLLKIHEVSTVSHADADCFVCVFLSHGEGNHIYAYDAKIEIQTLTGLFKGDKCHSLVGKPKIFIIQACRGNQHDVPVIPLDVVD
# Target sequence (P55212 194-293 limits assumed): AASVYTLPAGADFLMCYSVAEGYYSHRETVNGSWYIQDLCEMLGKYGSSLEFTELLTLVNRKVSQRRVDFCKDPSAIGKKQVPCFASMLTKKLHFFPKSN
# S100A4 MyoIIA: inhibitors of human S100A4 binding to myosin IIA peptide. S100A4/TAMRA-MyoIIA peptide fluorescence polarization. P26447. inhibition, % at 10.7 µM. 0.14% of 360,000 active;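 active means mean inhibition of at least 70% across replicates, with every replicate also reaching that level; inconclusive means mean inhibition reaches 70% but some replicates fall short; inactive means mean inhibition below 70%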
# Target sequence (P26447 whole entry, looked up): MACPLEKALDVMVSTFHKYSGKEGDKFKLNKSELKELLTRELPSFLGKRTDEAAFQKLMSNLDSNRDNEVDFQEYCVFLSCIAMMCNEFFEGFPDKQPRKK
#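 Assay system: human S100A4 monomer with TAMRA-labelled myosin IIA peptide / Buffer or medium: Calcium-containing HEPES buffer, pH 7.2 / Reagent: TAMRA-labelled myosin IIA heavy-chain peptide probe, 5 nM / Compound: one dose per compound / Timing: polarization read 5 min after assay mix addition, stable 5–60 min / Benchmarks: neutral control DMSO, positive control TFP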
# FN deposition inh: fibronectin deposition inhibition | AH1F fibroblasts, Alexa488-fibronectin deposition fluorescence, overnight | inhibition, % at 12.6 µM | 0.086% of 350,000 active | AID 743247;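 active means mean inhibition across replicates of 30% or more, regardless of how many single replicates reach that level; inconclusive means mean under 30% yet at least half of replicates reach 30%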;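 further: positive control wells lacked labelled fibronectin entirely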
#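 Schedule: 1 h cell adhesion before compound, then overnight fibronectin incubation; test system: AH1F fibroblast monolayer depositing Alexa488-labelled fibronectin into matrix; quantity: 10000 AH1F cells per well; probe or stimulus: fluorescent fibronectin at 24 nM final; signal: fluorescence, ex 485 nm, em 525 nm; evaluation: percent inhibition as loss of matrix-bound fibronectin fluorescence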
# esBAF inh: SWI/SNF esBAF complex inhibition | mouse ES cells, Bmi1-luciferase knock-in reporter, 24 h; 100% = twice the neutral-well signal | reporter increase, % at 12.5 µM | 2% of 350,000 active | AID 602393; in the data active means activation above about 40%; inconclusive means no clear call, values can overlap the other calls;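 further: 0% = median of the plate's neutral control wells and 100% = double that signal; a rise in the Bmi1 reporter signal indicates esBAF inhibition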
# SIRT5 block: sirtuin-5 (human) deacylase inhibition; 1.1% of 330,000 active; Purified SirT5, succinyl-peptide AMC, trypsin-coupled fluorescence; inhibition, % at 15 µM; in the data active means inhibition above about 15%; inconclusive means no clear call, values can overlap the other calls
# Target sequence (Q9NXA8 whole entry, looked up): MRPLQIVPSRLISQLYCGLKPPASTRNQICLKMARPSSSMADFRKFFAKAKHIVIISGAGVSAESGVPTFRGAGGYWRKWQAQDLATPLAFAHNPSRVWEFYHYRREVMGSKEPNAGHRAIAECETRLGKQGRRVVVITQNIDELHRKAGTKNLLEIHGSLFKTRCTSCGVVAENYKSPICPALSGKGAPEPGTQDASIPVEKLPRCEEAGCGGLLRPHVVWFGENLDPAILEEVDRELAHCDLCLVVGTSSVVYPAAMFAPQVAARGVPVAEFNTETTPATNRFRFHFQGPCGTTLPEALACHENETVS
# The depositor's hits bear a star; ? = inconclusive; . = not tested or not shown; & = joins results of further samples. Not all compounds are listed; rates above refer to the full screens.
SMILES,LGR2 antag,Statin myotox sup,Casp6 inh,S100A4 MyoIIA,FN deposition inh,esBAF inh,SIRT5 block
C[C@@H]1CN([C@@H](C)CO)C(=O)c2cc(/C=C/c3ccccc3)cnc2O[C@H]1CN(C)C(=O)Cc1cccnc1,-29,-3,3,-5,1,6,-8
O=C(Nc1ccc(C(F)(F)F)cc1)N[C@@H]1CC[C@H](CC(=O)N2CCCCC2)O[C@H]1CO,3,1,1,-5,-6,2,-3
C[C@H](NC(=O)[C@H]1N2C(=O)c3ccccc3C2SC1(C)C)C(=O)NCC1CCCO1 (stereo partly drawn),11,4,-1,-1,-2,-4,3
CNC[C@@H]1Oc2ccc(NC(=O)Cc3ccccc3)cc2CC(=O)N([C@H](C)CO)C[C@@H]1C,-14,13,-1,0,-6,-6,0
C[C@H](O)C#Cc1cnc2c(c1)C(=O)N([C@@H](C)CO)C[C@H](C)[C@H](CN(C)C(=O)c1ccccc1F)O2,1,-1,1,-1,.,-3,2
CC(=O)NS(=O)(=O)c1ccc(N2C(=O)CC(Sc3nccc(C)n3)C2=O)cc1 (stereo not drawn),14,8,1,-24,-3,7,-5
COC(=O)CCC(=O)Nc1ccc(S(=O)(=O)N2CCc3ccccc32)cc1,-6,5,-1,-5,6,2,-6
C[C@@H]1CN([C@@H](C)CO)C(=O)CCCn2nncc2CO[C@@H]1CN(C)S(=O)(=O)c1ccc(Cl)cc1,7&22,4&-14&2,0&-2&3,2&-18&-3,-4&0,-3&4&-2,0&-4&-1
Cc1cc(C)cc(C(N)=Nc2cccc(C#N)c2)c1,-5,3,1,-3,7,3,1
CC(=O)N1CCN(c2ccc(N3CCN(Cc4ccccc4)[C@H](C)C3)c(C)c2)[C@@H](C)C1,-13,.,1,-4,-14,.,0
C[C@@H]1CN([C@H](C)CO)C(=O)c2cc(NS(C)(=O)=O)ccc2O[C@@H](C)CCCCO[C@@H]1CN(C)C(=O)c1ccncc1,13,.,-1,-4,.,-4,-2
CC(C)NC(=O)Nc1ccc2c(c1)C(=O)N([C@@H](C)CO)C[C@@H](C)[C@H](CN(C)C(=O)NC(C)C)OCCCC[C@H](C)O2,-5,.,-4,10,-11,.,1
COc1cccc(NC(=O)N2CC(=O)N3[C@H](C2)[C@H](c2ccc(C#CC4CCCCC4)cc2)[C@@H]3CO)c1,-4,.,1,5,.,.,14
CCN(c1ccccc1)S(=O)(=O)c1ccc(OC)c(NC(=O)c2cccs2)c1,-1,-11,-7,-4,-1,-8,-4
CC(C)n1c(=O)c2ccccc2n1CC(=O)N1CCOCC1,3,.,1,-9,-4,.,-25
O=[N+]([O-])c1ccc(NCCc2ccccc2)c(Br)c1,-18,-6,0,3,-3,8,-1
Cc1oc(-c2ccc(Cl)cc2)cc1C(=O)NC1CCN(Cc2ccccc2)CC1,-10,5,0,2,-5,-2,-1
O=C(NC1(C(F)(F)F)C(=O)Nc2c1c(=O)[nH]c(=O)n2-c1ccc(F)cc1)c1cccnc1 (stereo not drawn),.,3,.,.,-7,-2,.
O=C1NC[C@@H](CCCCN2C[C@H](Cc3ccc(O)cc3)N(CCc3ccc(O)cc3)C(=O)C2=O)N(CCc2ccccc2)C1=O,11,.,2,-18,-3,.,-1
CCOc1ccc(NC(=O)CN(C)C2=NS(=O)(=O)c3ccccc32)cc1,-1,7,-1,-5,-5,0,14
COC(=O)c1ccc(COC(=O)CNC(=O)c2cccc(OC)c2)o1,2,3,1,-5,-5,-8,0
CC(C)(C)c1ccc(C(=O)N2CCC(C(=O)NCCC3=CCCCC3)CC2)cc1,-31,2,.,.,.,?,.
O=C(CCNS(=O)(=O)c1ccc(Br)cc1)NC1CCN(Cc2ccccc2)CC1,4,0,-2,-7,-1,-3,-1
Cc1cccc(OCCSc2nc3ncnc(N)c3[nH]2)c1,9,.,1,-3,-4,.,-4

# 4 consecutive entries from above, for reference:
SMILES,LGR2 antag,Statin myotox sup,Casp6 inh,S100A4 MyoIIA,FN deposition inh,esBAF inh,SIRT5 block
COc1cccc(NC(=O)N2CC(=O)N3[C@H](C2)[C@H](c2ccc(C#CC4CCCCC4)cc2)[C@@H]3CO)c1,-4,.,1,5,.,.,14
CCN(c1ccccc1)S(=O)(=O)c1ccc(OC)c(NC(=O)c2cccs2)c1,-1,-11,-7,-4,-1,-8,-4
CC(C)n1c(=O)c2ccccc2n1CC(=O)N1CCOCC1,3,.,1,-9,-4,.,-25
O=[N+]([O-])c1ccc(NCCc2ccccc2)c(Br)c1,-18,-6,0,3,-3,8,-1

# (list continues)
SMILES,LGR2 antag,Statin myotox sup,Casp6 inh,S100A4 MyoIIA,FN deposition inh,esBAF inh,SIRT5 block
CC(C)(C)c1ccc(C(=O)Nc2ccc(C(=O)N3CCOCC3)cc2)cc1,1,.,-2,-2,4,.,-3
COc1ccccc1CNS(=O)(=O)c1cc(C(=O)NCC2CCCO2)c(Cl)cc1Cl (stereo not drawn),8,3,-1,5,.,-8,.
O=C(/C=C/c1ccco1)Nc1cccc(C(=O)Nc2ccccc2C(=O)O)c1,13,-65,60*,2,-2,-4,21*
COc1ccccc1C(=O)NNC(=O)c1cccc(Cl)c1,-46,.,1,0,.,.,-1
Cc1ccc(/C=C/C(=O)c2ccccc2O)cc1,-54,.,-1,4,7,.,-5
CN1C(=O)c2cc(NC(=O)C3CCOCC3)ccc2OC[C@H]2O[C@@H](CC(=O)Nc3ccc4c(c3)CCCC4)CC[C@@H]21,5,3,.,.,2,3,.
O=C(NCCCC1CCCC1)C1CCC(=O)N(Cc2cccc(F)c2)C1 (stereo not drawn),0,.,-4,-2,3,.,-1
Cc1ccc(C(=O)NCC2CCCN2S(=O)(=O)c2ccc(C)cc2)cc1 (stereo not drawn),-11,6,-1,-6,1,23,-1
Cc1ccc(/C=C2\SC(=S)N(C3CCS(=O)(=O)C3)C2=O)o1 (stereo not drawn),15,6,34,-23,-7,9,-2
Cc1ccc(C)c(Cn2cnc3c(nnn3-c3ccc(F)cc3)c2=O)c1,.,-30,.,.,4,-7,.
Cc1cccc(C)c1-n1nnnc1SCC(=O)c1c(N)n(C2CC2)c(=O)[nH]c1=O,14,-1,-2,-3,-2,-11,0
O=C(O)Cc1ccc(NC(=O)Nc2ccc3c(c2)OCO3)cc1,-5,6,9,32,-3,20,4
Cc1ccc2[nH]c(=O)c(NC(N)=S)nc2c1,-9,101*,.,.,7,1,.
COc1cc(OC)c(OC)cc1CN1CCN(C(=O)CC(C)C)CC1,1,-1,0,0,-5,-6,-2
CCOC(=O)N1CCN(C(=O)c2ccc(C)c(S(=O)(=O)Nc3ccccc3)c2)CC1,10,5,.,.,.,-4,.
COc1ccc(N(CC(=O)NCc2cccnc2)S(=O)(=O)c2ccc(C)c([N+](=O)[O-])c2)cc1,.,.,-1,2,2,.,-3
COCCn1c(SCc2cccc([N+](=O)[O-])c2)nc2ccccc2c1=O,2,22,0,-6,4,7,-5
Cc1cc(C)n(CC(C)NC(=O)c2cc(COc3ccc(F)c(F)c3)on2)n1 (stereo not drawn),-16,-8,2,2,-6,62*,1
COc1ccc(S(=O)(=O)Nc2ccc3c(c2)C(=O)N([C@H](C)CO)C[C@H](C)[C@H](CN(C)C(=O)Nc2ccc(F)cc2)OCCCC[C@H](C)O3)cc1,10,11,1,10,.,-1,17*
CN(C)c1ccc2c(c1)[C@H]1C[C@H](CC(=O)NCc3ccc(Oc4ccccc4)cc3)O[C@H](CO)[C@H]1O2,1,7,-3,-1,-8,2,21*
COc1cccc(-c2ccc(C3[C@H]4CNC[C@@H]3N4C(=O)Nc3ccccc3Cl)cc2)c1 (stereo partly drawn),-8&-14,.,3&0,-9&-3,-3&-9,.,-1&2
CO[C@H]1CN(C)C(=O)c2ccc(NS(C)(=O)=O)cc2OC[C@H](C)N(CC2CC2)C[C@H]1C,9,-15,5,-6,6,5,-3
Cc1cccc(NC(=O)Nc2nnc([C@H]3C[C@H](O)[C@@H](CO)O3)s2)c1,-12,-3,3,-1,-7,-3,-1
C=CCSc1ncc(C(=O)OCC)c(N)n1,-64,.,-9,-2,3,.,0
N#Cc1ccc(C(=O)Nc2ccc(N3CCN(C(=O)c4ccco4)CC3)cc2)c(F)c1,-13,-7,.,.,8,8,.
COc1ccc(-c2cc(CS(=O)(=O)c3ccccc3)on2)cc1,-94,5,-1,5,.,?,-6
O=C(CN1C(=O)CSc2ccccc21)Nc1ccccc1C(=O)N1CCOCC1,-1,90*,.,.,5,0,.
COc1ccc(S(=O)(=O)N(C)C[C@@H]2Oc3ccc(NS(=O)(=O)c4cccs4)cc3C(=O)N([C@H](C)CO)C[C@H]2C)cc1,-11,.,-3,12,.,2,-2
Cc1noc(C)c1NC(=O)N(C)C[C@H]1OCCCC[C@H](C)Oc2ccc(NC(=O)Cc3ccccc3)cc2C(=O)N([C@@H](C)CO)C[C@@H]1C,-3,.,-4,-3,.,1,1
O=C1N[C@@H](Cc2ccccc2)C(=O)N2[C@@H]1C[C@]1(Br)c3ccccc3N(S(=O)(=O)c3ccccc3)[C@H]21,.,.,3,-4,6,.,-1
CC(=O)N1CCN(C(=S)Nc2ccc(SC(F)F)cc2)CC1,-12,-1,3,-1,-34,-7,1
CC(C1SC(=S)NC1=O)C1SC(=S)NC1=O (stereo not drawn),.,.,68*,5,3,.,12
CCn1nc(C)c(NC(=O)/C=C/c2ccc(OC)c(COc3ccc(Br)cc3)c2)c1C,.,-7,.,.,2,2,.
O=C(N/N=C1\CCCc2ccccc21)c1ccccc1Cl,-38,.,-3,3,-4,.,-1
CC(Sc1ccc2c(c1)OCCO2)C(=O)Nc1ccc(N2CCOCC2)cc1 (stereo not drawn),-2,.,1,3,.,.,0
CC1CCN(C(=S)NC(=O)c2ccco2)CC1,21,.,4,3,-3,.,-3
Cn1c(=O)[nH]c(=O)c2c1[nH]c(=S)n2Cc1ccc(Cl)cc1,4,-14,-5,-1,-4,-2,1
CC1Sc2ccc(S(=O)(=O)N3CCC(C(=O)NCc4ccc(Cl)cc4)CC3)cc2NC1=O (stereo not drawn),-14,19,4,-3,-5,-3,-3
COc1ccccc1OCC(=O)N1CC2(C)CC1CC(C)(C)C2 (stereo not drawn),.,15,.,.,-3,0,.
O=C1/C(=C\c2ccccn2)SC(=S)N1c1ccc(S(=O)(=O)Nc2nccs2)cc1,10,.,-1,-14,-2,.,-3
CO[C@H]1CN(C)C(=O)c2ccc(NC(=O)c3cccc(F)c3)cc2OC[C@@H](C)NC[C@@H]1C,-12,-6,-3,-3,12,3,-5
Cc1cc(Br)cn2c(Cc3ccccc3)c(-c3cccc(Cl)c3)nc12,-16,.,-1,-2,5,.,.
Cc1ccc(CS(=O)(=O)CCC(=O)NCc2ccc(F)cc2)cc1,18,-2,-1,-1,-19,-3,-4
Cc1ccc(NC(=S)NCCO)c(C)c1,4,-2,.,.,.,-2,.
CC1Cc2nc(SCC(=O)Nc3nccs3)n(Cc3ccccc3)c(=O)c2S1 (stereo not drawn),-5,-1,0,-4,1,8,.
COc1ccc2[nH]c3nc(SCC(=O)NNC(=O)c4ccc(OC)c(OC)c4)nnc3c2c1,.,1,.,.,0,7,.
O=C(N/N=C/c1cccnc1)C1CCCCC1,-4,-3,0,-1,-12,-4,0
CN(C)C(=O)C[C@H]1CC[C@H]2[C@@H](COC[C@@H](O)CN2S(=O)(=O)c2ccccc2)O1,-5,-14,2,5,7,-3,0
CCOc1ccc(NC2c3ccccc3C(=O)N2Cc2ccco2)cc1 (stereo not drawn),.,3,-3,1,6,4,-2
CCN(CC)S(=O)(=O)c1ccc(-c2nnc(SCC(=O)N3CCOCC3)o2)cc1,3,6,-1,1,.,7,-4
O=C(c1ccc2c(=O)n3c(nc2c1)CCC3)N1CCN(S(=O)(=O)c2ccccc2Br)CC1,5,-6,0,-6,4,-6,-2

# Screening data as filed in PubChem.
